Assay outcomes: PubChem BioAssay, several laboratories
PHOSPHO1 inh – PHOSPHO1 (human) inhibition. inhibition, % at 13.3 µM. recombinant PHOSPHO1, absorbance phosphatase assay. actives 1.1% (n = 290,000); in the data active = inhibition above about 60%
DNA FID counter – displaces DNA intercalator in HCV helicase counter-screen | DNA fluorescent intercalator displacement, fluorescence | inhibition, % at 7.9 µM | actives 0.17% (n = 290,000) | AID 1845; in the data active = inhibition above about 37%;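 also: 0% = vehicle and 100% = reference compound; higher means more ethidium bromide displaced from hairpin DNA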
OXTR agonist – human OXTR agonism. actives 0.32% (n = 320,000). activation, % at 3 µM. CHO-OTR cells, Fluo-8 calcium fluorescence; normalized: DMSO 0%, oxytocin 100%. P30559;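 active = activation above the mean of all tested compounds plus 3 SD, cutoff set per screening run, cut at about 20% in these data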;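 also: peak over basal fluorescence ratio from a 100 s FLIPR kinetic read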
IMP-1 inhibitor – inhibitors of Pseudomonas aeruginosa IMP-1 metallo-beta-lactamase; purified IMP-1, nitrocefin hydrolysis, epi-absorbance fluorescence; inhibition, % at 5.6 µM; actives 0.45% (n = 290,000);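 active = inhibition above the mean plus 3 SD of all compounds in the same screening run, cut at about 4.5% in these data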;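 also: 0% = IMP-1 with DMSO and 100% = DMSO wells lacking enzyme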
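system = purified recombinant IMP-1 beta-lactamase | amount = 0.2 nM IMP-1, as dispensed | medium = HEPES buffer pH 7.1 with ZnSO4 and Brij 35 | times = 25 °C, 15 min preincubation, 25 min reaction | detection = plate fluorescence quenching by hydrolysis product, ex 480/em 530 nm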
NS3 helicase inh – HCV NS3 helicase inhibition; AID 1800; inhibition, % at 10.9 µM; actives 0.56% (n = 290,000); NS3 helicase DNA unwinding, Cy5 molecular beacon fluorescence;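 active = inhibition above the mean of all tested compounds plus 3 SD, set per campaign, cut at about 35% in these data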;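 also: 0% = DMSO wells and 100% = thioflavine S control wells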
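Material: hepatitis C virus NS3 helicase domain fragment enzyme; measured by: Cy5 fluorescence, 0 and 60 min reads; control set: DMSO and thioflavine S; incubation: 60 min unwinding reaction at 25 °C after ATP addition; read-out basis: % inhibition from 60/0 min fluorescence ratio, DMSO 0%, thioflavine S 100%; repeats: singlicate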
GPR7 antag – human neuropeptides B/W receptor 1 antagonism; inhibition, % at 4.4 µM; GPR7-expressing cells, fluorescence antagonist assay; actives 1.1% (n = 290,000); in the data active = inhibition above about 16%, passing the limit was not always enough;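 also: cells stimulated with the agonist NPW; 0% = agonist with vehicle and 100% = vehicle without agonist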
Target sequence (P48145 whole entry, looked up): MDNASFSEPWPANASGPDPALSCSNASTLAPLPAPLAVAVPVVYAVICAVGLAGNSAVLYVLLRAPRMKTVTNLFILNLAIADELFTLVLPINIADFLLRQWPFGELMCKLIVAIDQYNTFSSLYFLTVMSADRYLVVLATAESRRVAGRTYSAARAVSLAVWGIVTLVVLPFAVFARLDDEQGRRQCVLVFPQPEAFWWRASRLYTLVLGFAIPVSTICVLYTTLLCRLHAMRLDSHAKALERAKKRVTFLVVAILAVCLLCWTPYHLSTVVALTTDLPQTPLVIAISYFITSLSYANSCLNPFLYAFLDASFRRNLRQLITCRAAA
VIM-2 inhibitor – inhibitors of Pseudomonas aeruginosa VIM-2 metallo-beta-lactamase; actives 0.89% (n = 290,000); purified VIM-2, nitrocefin hydrolysis, epi-absorbance fluorescence; AID 1527; inhibition, % at 5.6 µM;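 active = inhibition above the mean of all tested compounds plus 3 SD, cutoff set per screening run, cut at about 7.5% in these data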;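 also: red hydrolysis product quenches plate fluorescence so inhibitors raise well fluorescence; 0% = enzyme with DMSO and 100% = DMSO without enzyme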
GalR3 antagonist – human GalR3 antagonism. O60755. HEK293 GalR3-CNG cAMP membrane potential fluorescence; galR3 body fused to GalR1 C-terminus. inhibition, % at 3 µM. actives 0.44% (n = 360,000). AID 651719;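 active = inhibition above the screen-wide average plus 3 SD, cut at about 13% in these data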;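 also: forskolin and galanin both at EC90 stimulate the cells; cAMP rise reported by CNG channel membrane potential dye signal; 0% = forskolin plus galanin with DMSO and 100% = forskolin alone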
Target sequence (O60755 1-299 limits assumed): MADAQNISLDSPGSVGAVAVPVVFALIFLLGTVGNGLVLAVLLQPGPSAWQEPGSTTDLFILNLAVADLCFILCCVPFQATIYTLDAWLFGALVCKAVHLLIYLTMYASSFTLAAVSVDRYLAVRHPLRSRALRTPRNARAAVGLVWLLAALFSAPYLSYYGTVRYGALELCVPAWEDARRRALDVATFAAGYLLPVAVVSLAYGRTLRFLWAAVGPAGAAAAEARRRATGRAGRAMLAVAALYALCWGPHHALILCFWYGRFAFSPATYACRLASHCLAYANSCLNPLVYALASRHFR
V1aR counter – activates human V1a receptor in oxytocin agonist counter-screen | P37288 | actives 0.25% (n = 320,000) | CHO-V1R cells, Fluo-8 calcium fluorescence, agonist mode; 0% DMSO, 100% 3 nM vasopressin | activation, % at 3 µM;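 active = activation above the mean activation of all tested compounds plus 3 SD, per screening run, cut at about 20% in these data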;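 also: signal is peak over basal fluorescence ratio across a 100 second FLIPR read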
Target sequence (P37288 whole entry, looked up): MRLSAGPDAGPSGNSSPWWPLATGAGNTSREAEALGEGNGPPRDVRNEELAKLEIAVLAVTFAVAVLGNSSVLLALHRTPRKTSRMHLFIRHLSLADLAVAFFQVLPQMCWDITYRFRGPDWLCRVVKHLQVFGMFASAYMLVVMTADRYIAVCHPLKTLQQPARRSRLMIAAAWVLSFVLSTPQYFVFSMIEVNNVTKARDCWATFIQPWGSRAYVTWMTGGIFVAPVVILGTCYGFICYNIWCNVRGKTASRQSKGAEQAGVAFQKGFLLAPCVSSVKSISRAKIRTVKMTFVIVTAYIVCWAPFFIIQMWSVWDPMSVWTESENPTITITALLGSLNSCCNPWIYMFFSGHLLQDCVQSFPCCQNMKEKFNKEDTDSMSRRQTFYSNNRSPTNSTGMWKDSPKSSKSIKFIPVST
* marks the source's active call; other numbers are inactive results; . = no result given; & = joins results of further samples.

smiles,PHOSPHO1 inh,DNA FID counter,OXTR agonist,IMP-1 inhibitor,NS3 helicase inh,GPR7 antag,VIM-2 inhibitor,GalR3 antagonist,V1aR counter
O=C(CSc1nnc2c(n1)[nH]c1ccccc12)NCc1ccccc1F,-11,-2,0.0,-1.3,-18,14,0.5,-9,0.1
CCCOc1ccccc1NC(=O)c1ccc([N+](=O)[O-])cc1,-8,-7,-2.7,-0.8,-3,-16,-2.0,-4,-1.9
O=C(N/N=C/c1ccc(O)cc1)c1csc2c1CCCC2,9,-3,-2.0,-4.1,-3,1,0.1,0,-0.1
Cc1nnc(NC(=O)CSc2nnc(Cc3cccn3C)n2CCc2ccccc2)s1,35,-40,0.6,-3.9,17,-12,-2.0,-3,-0.4
CCc1nc(CNC(=O)C2CCC(=O)N(Cc3ccccc3F)C2)no1 (stereo unspecified),8,-16,.,-1.0,8,-10,-3.5,-6,.
Cn1c(=O)[nH]c(=O)c2c1nc(Br)n2C/C=N/NC(N)=S,32,-5,0.1,-2.9,10,-8,-2.6,0,0.9
O=C(CCc1nc2ccccc2[nH]1)Nc1ccc2c(c1)OCO2,-17,8,0.2,-0.4,12,-2,-1.4,0,0.9
CN(CCC#N)C(=O)CSc1nnc(-c2ccco2)n1N,8,3,0.4,-4.5,2,-8,-5.0,3,1.0
Nc1nc(-c2c(Cl)cccc2Cl)no1,47,-2,-0.8,-3.0,-9,-7,-4.5,1,0.9
COC(=O)c1ccc(OCC(O)Cn2nnc3ccccc32)cc1 (stereo unspecified),-10,-8,1.2,1.7,-7,-9,0.0,2,-0.4
CC(=O)c1cccc(NC(=O)Cn2cc3c(n2)CCCC3)c1,11,-8,0.4,-3.2,6,-16,-1.9,6,0.1
O=C(Nc1ccc(-n2nncc2-c2ccco2)cc1)c1cccc(F)c1,14,-5,-0.1,-2.8,11,39*,-2.1,-7,0.6
Cc1csc(SCC(=O)N2CCN(S(=O)(=O)c3ccc(Cl)cc3)CC2)n1,-48,-6,0.6,-2.9,1,-11,-2.9,5,1.1
O=C(O)Cn1nnc(-c2ccc(OCc3ccccc3Cl)cc2)n1,24,-16,1.5,-4.0,-1,-9,-2.1,-10,2.4
COc1ccc(Cl)cc1NC(=O)CN(c1ccccc1)S(=O)(=O)N(C)C,-31,-17,-1.6,-0.1,-12,2,-2.4,-4,-1.1
CCNC(=S)NNC(=O)c1csc2c1CCC(C)C2 (stereo unspecified),-83,-5,-0.3,-1.1,2,-1,0.2,-3,0.6
COC(=O)CN1C(c2ccccc2O)Nc2ccc(Br)cc2C1c1ccccc1 (stereo unspecified),-2,-15,-2.2,-1.8,-17,-5,-3.6,-8,0.6
N#Cc1ccc(CSc2nc(N)cc(=O)[nH]2)cc1,24,-3,1.1,-1.2,-8,-4,-2.9,-7,1.6
CCOC(=O)/C(=N\NC(=O)c1ccccc1)c1ccccc1,16,-9,-1.5,-2.0,2,-6,-3.7,-2,-1.1
CC12CC(O)C3c4ccc(O)cc4CCC3C1CCC2=O (stereo unspecified),35,-1,-0.1,-1.6,0,-4,-1.5,-3,0.1
CN(C)CC(C)(C)CNS(=O)(=O)c1ccc(Cl)c(Cl)c1,37&-31,9&7,1.0&1.7,-0.8&-1.9,6&-3,6&-2,-1.5&-2.8,-4&0,1.3&0.7
Cc1ccc(NC(=O)CCNS(=O)(=O)c2ccc3c(c2)CCC(=O)N3)c(Br)c1,28,-14,-0.5,-0.8,2,-1,-3.5,.,-0.4
O=C1c2ccccc2NC(c2ccc([N+](=O)[O-])cc2)N1O (stereo unspecified),36,0,0.0,-1.8,12,3,-1.8,-3,1.6
Cc1cc(C(=O)NC(CC(C)C)C(=O)O)cc(C)c1[N+](=O)[O-] (stereo unspecified),-7,-7,0.9,-2.2,0,-5,-1.5,-3,0.1
Cc1ccc(C(C)C)c(OCC(=O)NN=C2CCCC2)c1,-14,-17,0.2,-3.1,-9,-11,-4.3,-1,-0.8
COC(=O)c1cc(NC(=O)CC2CCCC2)cc(C(=O)OC)c1,28,-28,-1.5,-3.6,-3,-8,-2.4,-8,0.6
NC(=O)C1CCN(C(=O)CCC(=O)c2ccc(Br)cc2)CC1,33,-3,-0.8,2.8,-1,-8,2.2,5,0.2
CC(C)CCNC(=O)NC(=O)COC(=O)c1cc(S(=O)(=O)N2CCOCC2)ccc1N1CCCCC1,-2,-19,-0.9,-2.4,22,-6,-4.0,-4,-0.4
CCOC(=O)N1CCN(c2ccc(C(F)(F)F)cn2)CC1,0,-6,-0.9,-1.3,-5,3,0.0,-1,1.5
Cc1cccc(N(CC(=O)NC2CCCC2)C(=O)CCCC(=O)Nc2ccccn2)c1,-19,-33,-0.5,-2.2,-4,8,-4.5,-2,-0.8

The results go on.
smiles,PHOSPHO1 inh,DNA FID counter,OXTR agonist,IMP-1 inhibitor,NS3 helicase inh,GPR7 antag,VIM-2 inhibitor,GalR3 antagonist,V1aR counter
COc1ccc(Cc2c(O)nc(SCC(=O)N3CCCCCC3)[nH]c2=O)cc1,-7,-12,-0.5,-2.1,1,-2,1.3,-5,0.1
O=C(O)CCC(=O)N1CCc2cc(S(=O)(=O)N3CC=C(c4ccccc4)CC3)ccc21,26,-38,-1.0,-3.0,28,-8,-0.4,.,-0.2
COc1ccc(C(=O)CSc2nnc(CNc3ccc(C)cc3C)n2Cc2ccco2)cc1,91*,-6,-2.8,-2.3,-5,5,-2.1,-3,0.4
CC1(c2ccc3ccccc3c2)NC(=O)N(CC(=O)O)C1=O (stereo unspecified),35,0,1.2,-1.8,4,1,-0.2,-9,0.2
Clc1ccccc1N=C1SCCS1,22,-1,-1.1,-2.9,3,-9,-3.2,-5,0.1
O=C(CN1CCC(n2nnc3cc(F)ccc32)CC1)N1CCCc2ccccc21,3,-13,1.2,-1.4,-11,-7,-0.2,-3,1.4
CCOc1cc(CO)c(Br)cc1OCC(=O)O,26,0,-0.6,-0.2,0,-9,-1.1,-5,-0.7
FC(F)(F)c1ccc(-n2ccnc2)nc1,20,1,-0.8,-1.6,0,-2,-1.2,2,-0.3
COc1ccccc1N(C)C(=O)c1cc(S(=O)(=O)N2CCc3ccccc32)cn1C,15,-35,-0.9,-4.2,23,-1,-4.1,.,1.1
COc1ccc(/C=C/C(=O)Nc2nc(C)c(C(=O)N(C)C)s2)cc1OC,1,-21,1.0,-2.4,-3,10,-2.5,-5,1.1
Cc1ccc(C(=O)c2cc3ccccc3o2)cc1C,2,-3,-1.2,-1.3,-1,0,0.1,-4,-0.1
Cc1nc2c(-c3ccc(F)cc3)c(C)[nH]n2c(=O)c1Cl,50,-7,-0.3,-4.3,11,-8,-5.2,-7,0.4
COc1ccc(NC(=O)c2c(C(F)(F)F)nn(C)c2Cl)cc1,36,4,-0.4,-1.9,9,-3,-0.4,0,0.3
CC1Cc2nc(SCC(=O)N3CCc4ccccc43)n(C)c(=O)c2S1 (stereo unspecified),-31,-6,-0.6,-1.9,3,-3,-0.5,4,1.8
CC1=C(C#N)C(=O)N(C2CCS(=O)(=O)C2)C(=O)/C1=C\c1ccco1 (stereo unspecified),3,-4,1.9,-4.5,6,-11,-3.0,.,-1.4
CC(C)CN1CCN(Cc2cccc3cccnc23)CC1CCO (stereo unspecified),-2,0,0.2,-1.6,0,-5,-2.3,6,0.0
COc1cc(/C=C2\SC(=S)N(Nc3ncc(C(F)(F)F)cc3Cl)C2=O)cc(OC)c1OC,71*,-23,-2.5,-3.0,12,-9,-4.2,4,-0.4
COCCn1c(N)c(N(Cc2ccccc2)C(=O)C2=COCCO2)c(=O)[nH]c1=O,-32,-5,1.4,-0.3,16,-15,-1.0,-2,0.8
O=C(N/C(=C/c1cccc([N+](=O)[O-])c1)C(=O)N1CCCCC1)c1cccs1,2,-1,-0.4,-1.3,-4,-14,-2.3,0,0.8
Nc1nc2c(s1)COc1ccccc1-2,41,4,0.1,-4.1,-2,-10,-5.9,-5,-0.2
Cn1c(=O)cc(OCCCC(=O)NCc2ccco2)c2ccccc21,17,-13,0.5,-1.5,8,0,-0.6,-4,-0.5
CCc1c(C)c2c(C)nn(-c3ccccc3)c2oc1=O,-1,-4,-2.0,-1.9,4,4,1.4,-1,-0.3
CCCCOC(=O)C1[C@H]2C(=O)N(Cc3cccs3)C[C@]23C=C[C@H]1O3 (stereo partly specified),4,-13,-0.5,-2.1,6,-12,-0.9,-4,-0.1
CCCOc1ccc(C(=O)CCC(=O)NNC(=O)c2ccncc2)cc1,53,-15,-0.8,-2.6,6,-9,-2.1,-4,0.5
CCC(C)C(NC(=O)C1CCC(C)CC1)C(=O)NC(C(=O)OC)C(C)C (stereo unspecified),7,-7,-0.2,-4.9,11,-13,-3.9,0,-1.1
COc1ccc(CCN=C(N)NS(=O)(=O)c2ccccc2)cc1OC,7,-5,0.3,-3.8,-3,-10,-2.1,-5,0.4
N=c1c(S(=O)(=O)c2ccc(Cl)cc2)cc2c(=O)n3ccccc3nc2n1C1CCCCC1,35,1,1.1,-3.5,0,-23,-0.3,-1,1.0
Cc1cc(=O)c2cc(Br)ccc2[nH]1,-38,-1,0.3,-2.6,1,-8,-1.7,-5,0.0
CCOC(=O)Cc1csc(NC(=O)CSc2nnc(-c3cccnc3)n2Cc2ccco2)n1,17,-35,-1.2,-3.0,-2,-11,-3.2,-3,-0.3
CC1CCN(S(=O)(=O)c2ccc(C(=O)Nc3nnc(-c4ccco4)o3)cc2)CC1,43,-68,-1.2,0.5,7,-9,-2.0,-4,-0.6

One compound at a time (already shown). Order of screens: PHOSPHO1 inh	DNA FID counter	OXTR agonist	IMP-1 inhibitor	NS3 helicase inh	GPR7 antag	VIM-2 inhibitor	GalR3 antagonist	V1aR counter
Entry for `COc1ccc(/C=C/C(=O)Nc2nc(C)c(C(=O)N(C)C)s2)cc1OC` → 1	-21	1.0	-2.4	-3	10	-2.5	-5	1.1
Entry for `CC1CCN(S(=O)(=O)c2ccc(C(=O)Nc3nnc(-c4ccco4)o3)cc2)CC1` → 43	-68	-1.2	0.5	7	-9	-2.0	-4	-0.6

Other compounds follow:
smiles,PHOSPHO1 inh,DNA FID counter,OXTR agonist,IMP-1 inhibitor,NS3 helicase inh,GPR7 antag,VIM-2 inhibitor,GalR3 antagonist,V1aR counter
Cc1[nH]n(-c2c(Cl)cc(Cl)cc2Cl)c(=O)c1C=Nc1ccc(S(=O)(=O)N2CCOCC2)cc1,-12,1,-1.4,0.7,7,-2,0.7,-8,-0.4
Cn1c(=O)c2c(nc(NCCCN3CCOCC3)n2Cc2cccc(Cl)c2)n(C)c1=O,14,2,0.2,-2.0,-7,-9,-2.8,0,0.0
O=C(c1cc(-c2ccco2)nc2ccccc12)N1CCN(c2ccc(F)cc2)CC1,-1,-31,-0.4,-3.6,3,10,-2.6,10,0.8
O=C(CC(=O)N/N=C/c1ccc(C(=O)O)cc1)NCCc1ccccc1,49,0,0.3,-2.8,4,-14,-1.2,-9,-0.1
Cc1cc(NC(=O)COc2c(C)cccc2C)no1,54,0,-1.1,-2.0,0,-3,-1.8,0,-0.1
Nc1cccnc1Oc1ccc(F)cc1,24,0,0.3,-2.2,3,-10,-3.0,-4,0.0
O=c1c2ccccc2ncn1-c1ccc([N+](=O)[O-])cc1[N+](=O)[O-],31,-5,21*,-3.1,2,9,-2.3,-12,15

This is a random part of the collection; 4.3% or so of the library scored in one or more.
